FadD28 binding = inhibitors of Mycobacterium tuberculosis FadD28 bisubstrate binding; FadD28 bisubstrate probe binding, fluorescence polarization; inhibition, % at 12.5 µM; hit rate 0.22% among 360,000; in the data active means inhibition above about 8.5%, passing the limit was not always enough; inconclusive means no clear call, values can overlap the other calls
Mtb UGM inh = Mtb UDP-galactopyranose mutase inhibition. purified UGM, fluorescence polarization probe displacement. inhibition, % at 10 µM. AID 504406. hit rate 0.06% among 320,000; in the data active means inhibition above about 10%, passing the limit was not always enough; inconclusive means no clear call, values can overlap the other calls
Mtb FBA inh = Mtb fructose-bisphosphate aldolase inhibition | P9WQA3 | purified M. tuberculosis FBA, fluorescence read-out | inhibition, % at 1 µM | hit rate 2.3% among 360,000; in the data active means inhibition above about 27%;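 further: 0% = vehicle and 100% = reference inhibitor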
Target sequence (P9WQA3 whole entry, looked up): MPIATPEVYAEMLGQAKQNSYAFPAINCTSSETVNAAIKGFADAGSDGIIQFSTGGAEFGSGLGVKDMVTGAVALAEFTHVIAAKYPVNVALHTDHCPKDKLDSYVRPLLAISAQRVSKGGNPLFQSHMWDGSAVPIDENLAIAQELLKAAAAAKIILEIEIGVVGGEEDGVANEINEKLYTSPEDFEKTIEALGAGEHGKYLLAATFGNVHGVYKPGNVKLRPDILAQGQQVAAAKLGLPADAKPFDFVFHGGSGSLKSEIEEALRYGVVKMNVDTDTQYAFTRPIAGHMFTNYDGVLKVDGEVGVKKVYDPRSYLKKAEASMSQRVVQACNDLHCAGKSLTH
BioA inh = BioA (M. tuberculosis) enzyme inhibition; hit rate 0.096% among 360,000; inhibition, % at 9.99 µM; purified M. tuberculosis BioA enzyme, plate reader; AID 602481; in the data active means inhibition above about 40%; inconclusive means no clear call, values can overlap the other calls
BoNT F protease = blocks Botulinum neurotoxin F light chain protease; inhibition, % at 10 µM; Multiplex microsphere protease cleavage assay, flow cytometry; hit rate 0.22% among 360,000; AID 588497; in the data active means inhibition above about 35%, passing the limit was not always enough; inconclusive means no clear call, values can overlap the other calls; further: plate controls were buffer without enzyme for full effect and enzyme alone for no effect
GDH-TPI counter = counter-screen for M. tuberculosis FBA inhibitors: GDH-TPI coupled enzymes. GDH-TPI coupled enzyme counterscreen, NADH absorbance. inhibition, % at 4.8 µM. hit rate 1.2% among 360,000. AID 588335;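 further: 0% = DMSO wells and 100% = wells lacking the enzyme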
CCHF vOTU inh = CCHFV vOTU protease inhibition | AID 651958 | inhibition, % at 11.5 µM | Pep-AMC fluorescence | hit rate 0.55% among 370,000; further: 0% = vehicle wells with enzyme and 100% = no enzyme wells
Rv3671c inh = inhibitors of M. tuberculosis serine protease Rv3671c; P9WHR9; inhibition, % at 5.96 µM; hit rate 0.048% among 320,000; in the data active means inhibition above about 38%;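 further: extracellular domain of Rv3671c used as enzyme; 0% = enzyme with DMSO and 100% = no enzyme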
Target sequence (P9WHR9 whole entry, looked up, the tested form may be a part): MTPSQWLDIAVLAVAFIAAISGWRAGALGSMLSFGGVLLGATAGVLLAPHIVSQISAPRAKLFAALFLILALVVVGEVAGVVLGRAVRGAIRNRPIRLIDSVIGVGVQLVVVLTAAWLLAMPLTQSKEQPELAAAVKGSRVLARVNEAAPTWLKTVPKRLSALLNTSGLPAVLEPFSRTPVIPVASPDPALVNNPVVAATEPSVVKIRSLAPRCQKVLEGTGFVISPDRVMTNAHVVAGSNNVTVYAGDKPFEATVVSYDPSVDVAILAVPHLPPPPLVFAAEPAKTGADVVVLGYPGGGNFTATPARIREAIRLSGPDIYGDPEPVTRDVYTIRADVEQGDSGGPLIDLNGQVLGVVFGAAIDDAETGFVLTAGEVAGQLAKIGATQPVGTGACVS
VHR inh abs = inhibitors of human VHR1 phosphatase (DUSP3); hit rate 0.52% among 290,000; AID 1654; recombinant VHR phosphatase, pNPP absorbance; inhibition, % at 13.3 µM; P51452; in the data active means inhibition above about 50%; further: some compounds called inactive have numbers as strong as hits
Target sequence (P51452 whole entry, looked up): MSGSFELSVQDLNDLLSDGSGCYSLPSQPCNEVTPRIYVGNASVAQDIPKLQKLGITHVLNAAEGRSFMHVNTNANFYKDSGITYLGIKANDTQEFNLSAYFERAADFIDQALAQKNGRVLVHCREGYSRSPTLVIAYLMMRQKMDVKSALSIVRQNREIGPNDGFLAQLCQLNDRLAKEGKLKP
MazEF act = MazEF (E. coli) toxin RNase activation | activation, % at 20 µM | FAM/BHQ RNA-DNA oligo cleavage fluorescence, 5 h | hit rate 0.32% among 350,000 | P0AE70; in the data active means activation above about 50%
Target sequence (P0AE70 whole entry, looked up): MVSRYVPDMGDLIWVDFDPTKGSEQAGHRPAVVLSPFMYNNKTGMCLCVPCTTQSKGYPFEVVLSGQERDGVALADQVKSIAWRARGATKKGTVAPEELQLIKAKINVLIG
* = called active by the depositor; & = joins results of further samples. Unless noted, no stated cut-off is given here; in the data, active means inhibition above about 30%; inactive means the rest.

How did Cc1ccc(NC(=O)CSc2n[nH]c(-c3ccncc3)n2)cc1C do in these assays?
FadD28 binding: -1.4; Mtb UGM inh: 0.3; Mtb FBA inh: 4; BioA inh: -3.1; BoNT F protease: -1; GDH-TPI counter: 8; CCHF vOTU inh: -5; Rv3671c inh: -10; VHR inh abs: -16; MazEF act: 1

Results for CSc1ccccc1-c1nnc(-c2ccccc2)o1 ?
FadD28 binding: -3.1; Mtb UGM inh: 2.0; Mtb FBA inh: 12; BioA inh: -0.9; BoNT F protease: -3; GDH-TPI counter: 12; CCHF vOTU inh: 6; Rv3671c inh: 1; VHR inh abs: -2; MazEF act: 4

What do the screens show for `Cc1ccc2c(c1)[C@@H]1CN(C)CC[C@@H]1N2C(=O)Nc1cccc(C(F)(F)F)c1`?
FadD28 binding: -0.8; Mtb UGM inh: -2.7; Mtb FBA inh: 3; BioA inh: 0.6; BoNT F protease: -5; GDH-TPI counter: 5; CCHF vOTU inh: -9; Rv3671c inh: 1; VHR inh abs: 25; MazEF act: 3

Results for CCCc1ccc(OCc2ccc(C(=O)N3CCN(c4ccccn4)CC3)o2)c(OC)c1 ?
FadD28 binding: -0.5; Mtb UGM inh: -0.4; Mtb FBA inh: -2; BioA inh: -0.3; BoNT F protease: 0; GDH-TPI counter: -5; CCHF vOTU inh: 25; Rv3671c inh: -1; VHR inh abs: 13; MazEF act: -9

How did CN(C(=O)CN1C(=O)NC2(CCCc3ccccc32)C1=O)C1CCCCC1 (stereo not drawn) do in these assays?
FadD28 binding: -0.4; Mtb UGM inh: 6.4; Mtb FBA inh: 6; BioA inh: -2.3; BoNT F protease: 3; GDH-TPI counter: 12; CCHF vOTU inh: 2; Rv3671c inh: -5; MazEF act: -5

Results for Cc1cc(SCC(=O)O)nc2ccccc12 ?
FadD28 binding: -0.5&-1.9; Mtb UGM inh: 0.2&2.7; Mtb FBA inh: 1&-2; BioA inh: 0.9; BoNT F protease: inconclusive; GDH-TPI counter: 7&0; CCHF vOTU inh: 7&7; Rv3671c inh: 6&-6; VHR inh abs: 18&-20; MazEF act: -5&9

How did Cc1ccc(N2C(=O)CC(Sc3ncn[nH]3)C2=O)cc1 (stereo not drawn) do in these assays?
FadD28 binding: -1.3; Mtb UGM inh: 0.9; Mtb FBA inh: 1; BioA inh: 0.1; BoNT F protease: inconclusive; GDH-TPI counter: 5; CCHF vOTU inh: -5; Rv3671c inh: 0; VHR inh abs: -1; MazEF act: -6

What do the screens show for `CC(C)CN(C(=O)CCC(=O)OCC(=O)N(C)c1ccccc1)c1c(N)n(CC(C)C)c(=O)[nH]c1=O`?
FadD28 binding: -1.5; Mtb UGM inh: 1.3; Mtb FBA inh: -1; BioA inh: 0.0; BoNT F protease: 6; GDH-TPI counter: 2; CCHF vOTU inh: 4; Rv3671c inh: 7; MazEF act: -4

Results for CN1CC(=O)N(CC(=O)NC2CCCCC2)C1=O ?
FadD28 binding: -0.1; Mtb UGM inh: 0.5; Mtb FBA inh: 1; BioA inh: 0.2; BoNT F protease: -8; GDH-TPI counter: 6; CCHF vOTU inh: 3; Rv3671c inh: -1; MazEF act: -3

How did Cc1ccc(C(=O)N/C(=C/c2ccco2)C(=O)Nc2cccc(C)c2)cc1 do in these assays?
FadD28 binding: -0.5; Mtb UGM inh: 0.2; Mtb FBA inh: 4; BioA inh: -0.5; BoNT F protease: -9; GDH-TPI counter: 20; CCHF vOTU inh: -4; Rv3671c inh: -5; VHR inh abs: -8; MazEF act: -10

How did COc1cccc(/C=C2\SC(=O)N(CC(=O)NC3CCS(=O)(=O)C3)C2=O)c1 (stereo not drawn) do in these assays?
FadD28 binding: 0.9; Mtb UGM inh: 0.7; Mtb FBA inh: -5; BoNT F protease: -1; GDH-TPI counter: 28; CCHF vOTU inh: 4; Rv3671c inh: -2; VHR inh abs: 60*; MazEF act: 16

How did CN(C)CCN(C(=O)CCS(=O)(=O)c1ccccc1)c1nc2cc3c(cc2s1)OCO3 do in these assays?
FadD28 binding: -3.8; Mtb UGM inh: 0.1; Mtb FBA inh: 4; BioA inh: -1.3; GDH-TPI counter: 6; CCHF vOTU inh: -5; Rv3671c inh: -1; VHR inh abs: -2; MazEF act: -1

How did COc1ccc(N2CCSC2C(=O)NN)cc1 (stereo not drawn) do in these assays?
FadD28 binding: -1.4; Mtb UGM inh: 2.2; Mtb FBA inh: -1; BioA inh: -1.5; BoNT F protease: -10; GDH-TPI counter: 0; CCHF vOTU inh: -1; Rv3671c inh: 3; VHR inh abs: 9; MazEF act: 3

How did Cc1ccc2c(c1)c(C)c(C)n2CC(O)CN1CCOCC1 (stereo not drawn) do in these assays?
FadD28 binding: 0.1; Mtb UGM inh: 0.8; Mtb FBA inh: 0; BioA inh: -1.0; BoNT F protease: -12; GDH-TPI counter: 5; CCHF vOTU inh: -14; Rv3671c inh: -21; VHR inh abs: 9; MazEF act: -8

What do the screens show for `Cc1ccc(NC(=O)c2ccc(CNc3c(N4CCC(C)CC4)c(=O)c3=O)cc2)cc1`?
FadD28 binding: -1.7; Mtb UGM inh: 1.5; Mtb FBA inh: 1; BioA inh: -1.2; BoNT F protease: 1; GDH-TPI counter: 8; CCHF vOTU inh: -7; Rv3671c inh: -3; VHR inh abs: 21; MazEF act: 13

How did CCNC(=O)C1(C)CCCN(Cc2noc(-c3ccccc3OC)n2)C1 (stereo not drawn) do in these assays?
FadD28 binding: 0.2; Mtb FBA inh: 0; BioA inh: -1.3; BoNT F protease: -2; GDH-TPI counter: 12; CCHF vOTU inh: 13

How did O=C(O)C1CC(c2ccccc2)=NO1 (stereo not drawn) do in these assays?
FadD28 binding: -2.5; Mtb UGM inh: -0.1; Mtb FBA inh: -1; BioA inh: -1.5; BoNT F protease: -13; GDH-TPI counter: -2; CCHF vOTU inh: -11; Rv3671c inh: 4; VHR inh abs: -2; MazEF act: 1

Results for CN(C)Cc1ccccc1Sc1ccc2c(c1)CCCC2 ?
FadD28 binding: -1.2; Mtb UGM inh: 2.0; Mtb FBA inh: 1; BioA inh: 0.8; GDH-TPI counter: -8; CCHF vOTU inh: 9; Rv3671c inh: 2; MazEF act: -2

What do the screens show for `CCC(C)[C@H](NC(=O)NCC1CCCO1)C(=O)OC` (stereo partly drawn)?
FadD28 binding: -2.9; Mtb UGM inh: -1.4; Mtb FBA inh: 2; BioA inh: -1.5; BoNT F protease: -5; GDH-TPI counter: 0; CCHF vOTU inh: 8; Rv3671c inh: -2; VHR inh abs: 9; MazEF act: 11

What do the screens show for `COc1ccc(S(=O)(=O)N2CCN(Cc3ccccc3)CC2)cc1OC`?
FadD28 binding: -3.5; Mtb UGM inh: -0.7; Mtb FBA inh: 0; BioA inh: -0.3; BoNT F protease: inconclusive; GDH-TPI counter: -9; CCHF vOTU inh: -13; VHR inh abs: 12; MazEF act: 12

Results for Cc1cc(C)n(-c2nc(Nc3ccccc3C(F)(F)F)nc(-n3nc(C)cc3C)n2)n1 ?
FadD28 binding: -3.7; Mtb UGM inh: 1.7; Mtb FBA inh: -3; BoNT F protease: -12; GDH-TPI counter: -3; CCHF vOTU inh: 20; Rv3671c inh: -7; VHR inh abs: 13; MazEF act: 8

How did CCOC(=O)C1=C(N)Oc2c(c(=O)[nH]c3ccccc23)C1c1ccccc1 (stereo not drawn) do in these assays?
FadD28 binding: -3.6; Mtb UGM inh: -1.7; Mtb FBA inh: 5; BioA inh: 0.1; BoNT F protease: 5; GDH-TPI counter: 2; CCHF vOTU inh: -2; Rv3671c inh: -11; VHR inh abs: 2; MazEF act: -6

How did Cc1c(OCC(=O)N[C@H](C(=O)O)c2ccccc2)ccc2c3c(c(=O)oc12)CCCC3 do in these assays?
FadD28 binding: -8.9; Mtb UGM inh: 3.3; Mtb FBA inh: 31*; BioA inh: 5.2; BoNT F protease: -3; GDH-TPI counter: 11; CCHF vOTU inh: -15; Rv3671c inh: -4; VHR inh abs: 21; MazEF act: 7

Results for CC1CC(C(F)(F)F)n2nc(C(=O)O)cc2N1 (stereo not drawn) ?
FadD28 binding: -1.7; Mtb UGM inh: -3.1; Mtb FBA inh: 0; BioA inh: -1.1; BoNT F protease: 14; GDH-TPI counter: -6; CCHF vOTU inh: -2; Rv3671c inh: 3; VHR inh abs: 17; MazEF act: -3

What do the screens show for `CCN(CC)CCCN1C(=O)C(=O)/C(=C(/O)c2ccc3c(c2)OCCO3)C1c1ccco1` (stereo not drawn)?
FadD28 binding: -2.1; Mtb UGM inh: -0.1; Mtb FBA inh: 0; BioA inh: 2.2; BoNT F protease: 6; GDH-TPI counter: 7; CCHF vOTU inh: 3; Rv3671c inh: 6; VHR inh abs: 7; MazEF act: 4

How did Cn1c(SCC#N)nnc1-c1cccnc1 do in these assays?
FadD28 binding: 1.6; Mtb UGM inh: -0.3; Mtb FBA inh: 2; BoNT F protease: -2; GDH-TPI counter: -1; CCHF vOTU inh: 2; Rv3671c inh: 3; VHR inh abs: -5; MazEF act: -4

Results for CC(=O)N(c1ccccc1C)S(=O)(=O)c1ccc(Cl)cc1 ?
FadD28 binding: -1.3; Mtb UGM inh: 0.4; Mtb FBA inh: 5; BoNT F protease: -6; GDH-TPI counter: 8; CCHF vOTU inh: 17; Rv3671c inh: 2; VHR inh abs: 22; MazEF act: -27

Results for COc1cc(-c2cc(=O)c3c(O)cc(O)cc3o2)cc(OC)c1OC ?
FadD28 binding: -3.7; Mtb FBA inh: -7; BioA inh: 1.9; BoNT F protease: 1; GDH-TPI counter: 9; CCHF vOTU inh: -2

How did COc1ccc(Cl)cc1NC(=S)N(Cc1ccccc1C)CC1CCC(C(=O)O)CC1 (stereo not drawn) do in these assays?
FadD28 binding: 1.0; Mtb UGM inh: 0.4; Mtb FBA inh: 1; BioA inh: 4.9; BoNT F protease: 0; GDH-TPI counter: 3; CCHF vOTU inh: 4; Rv3671c inh: -1; VHR inh abs: 7; MazEF act: -30

How did Cc1nc(N2CCCCC2)c2c(C)c(C(=O)Nc3ccc4c(c3)OCCO4)sc2n1 do in these assays?
FadD28 binding: -1.7; Mtb UGM inh: -2.0; Mtb FBA inh: 6; BioA inh: -1.1; BoNT F protease: 0; GDH-TPI counter: 23; CCHF vOTU inh: 7; Rv3671c inh: -17; VHR inh abs: 2; MazEF act: -12

How did NC(COCc1ccccc1)c1csc(Nc2ccccn2)n1 (stereo not drawn) do in these assays?
FadD28 binding: -1.3; Mtb FBA inh: -2; BioA inh: 1.0; BoNT F protease: -19; GDH-TPI counter: 10; CCHF vOTU inh: -2

How did O=C(Nc1cc(S(=O)(=O)N2CCCCC2)ccc1Cl)c1ccc(F)cc1 do in these assays?
FadD28 binding: 0.7; Mtb UGM inh: -0.2; Mtb FBA inh: 2; BioA inh: -0.8; BoNT F protease: 0; GDH-TPI counter: 3; CCHF vOTU inh: 9; Rv3671c inh: 3; MazEF act: 3

Results for CCOc1ncccc1C(=O)Nc1nnc(C(CC)CC)s1 ?
FadD28 binding: 0.1; Mtb UGM inh: -1.4; Mtb FBA inh: -2; BoNT F protease: -4; GDH-TPI counter: -3; CCHF vOTU inh: 7; Rv3671c inh: 7; VHR inh abs: 14; MazEF act: 0

How did CN1CCN(C(=O)/C(=C/c2cn(S(=O)(=O)N(C)C)c3ccccc23)NC(=O)c2ccccc2)CC1 do in these assays?
FadD28 binding: -0.2; Mtb UGM inh: 0.0; Mtb FBA inh: -2; BoNT F protease: 6; GDH-TPI counter: 7; CCHF vOTU inh: 17; Rv3671c inh: 1; VHR inh abs: -37; MazEF act: 7

How did Cc1cc(C)n(-c2nnc(C)n2NC(=O)c2cccc(Cl)c2)n1 do in these assays?
FadD28 binding: 0.6; Mtb UGM inh: 1.5; Mtb FBA inh: 1; BioA inh: -1.9; BoNT F protease: -3; GDH-TPI counter: -4; CCHF vOTU inh: 8; Rv3671c inh: 0; VHR inh abs: 0; MazEF act: -12

Source: PubChem (several laboratories)
